# D1 PAM: potentiators of human D1 dopamine receptor. HEK293 TREx D1 cells, calcium flux, dopamine EC20 potentiation. potentiation, % at 10 µM. 0.036% of 360,000 active; in the data active means potentiation above about 30%; further: 0% is about no effect
# Vif-APOBEC3F blk: blocks the Vif interaction with APOBEC3F | HeLa A3F-eYFP + Vif (tagged APOBEC3F with the HIV-1 protein that degrades it), YFP fluorescence increase | Potency, µM (series often up to 46.1 µM), without a hit: top-dose activity, negative = active | 0.2% of 390,000 active | AID 602313; further: potency means the concentration at half of the fitted maximal effect; % of control where 0% means no effect; nearly all actives have a fitted effect of over 65% in size
#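 HeLa cells stably expressing Vif plus C-terminally eYFP-tagged A3F were seeded, incubated overnight at 37 deg C, dosed with compound, incubated overnight again at 37 deg C. Yellow fluorescence (Ex 488/Em 500-530) reported blocked Vif-mediated A3F-eYFP degradation.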
# D1 antagonist: blocks dopamine activation of the human D1 receptor | P21728 | HEK293 TREx D1 cells, calcium flux, dopamine EC80; stronger effect = lower value | activity change, negative = inhibition, % at 10 µM | 3.2% of 360,000 active; in the data active means activity change below about -30%; further: on the % scale 0 is the no-effect control and ±100 the full control effect
#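 Compound effects on dopamine-evoked calcium signalling were measured in tetracycline-induced HEK293 Trex D1 cells. Dopamine at EC80 followed a 180 s compound pre-read, and fluorescence was tracked kinetically for 180 s more.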
# GRP78 ERSR act: induces the endoplasmic reticulum stress response in human glioma cells | U87-MG GRP78 promoter luciferase reporter, 16 h | Potency, µM, for inactives: at the highest dose activation, actives largely listed as activators | 0.02% of 420,000 active; further: potency means the concentration at half of the fitted maximal effect; series mostly up to about 76 µM; % of control where 0% means no effect; nearly all actives have a fitted effect of over 35% in size
#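 Stably transfected U87-MG human glioma cells carrying a GRP78-based luminescent sensor were seeded at 1000 cells/well, pin-dosed with compounds and incubated 16 h. Luciferase reagent was then added, and end-point luminescence was read after 10 min at room temperature.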
# RXFP1 ag: activates the human relaxin receptor RXFP1; HEK293T-RXFP1 cAMP TR-FRET, 30 min; response scale: percent of porcine relaxin response, buffer zero; Potency, µM (highest dose often 57.5 µM), inactives show at the top dose activation, hits mostly activators; 0.3% of 370,000 active; AID 2676; further: potency means the concentration at half of the fitted maximal effect; on the % scale 0 is the no-effect control and ±100 the full control effect; nearly all actives have a fitted effect of over 60% in size; many of its hits are not listed in these tables
# Target sequence (Q9HBX9 whole entry, looked up): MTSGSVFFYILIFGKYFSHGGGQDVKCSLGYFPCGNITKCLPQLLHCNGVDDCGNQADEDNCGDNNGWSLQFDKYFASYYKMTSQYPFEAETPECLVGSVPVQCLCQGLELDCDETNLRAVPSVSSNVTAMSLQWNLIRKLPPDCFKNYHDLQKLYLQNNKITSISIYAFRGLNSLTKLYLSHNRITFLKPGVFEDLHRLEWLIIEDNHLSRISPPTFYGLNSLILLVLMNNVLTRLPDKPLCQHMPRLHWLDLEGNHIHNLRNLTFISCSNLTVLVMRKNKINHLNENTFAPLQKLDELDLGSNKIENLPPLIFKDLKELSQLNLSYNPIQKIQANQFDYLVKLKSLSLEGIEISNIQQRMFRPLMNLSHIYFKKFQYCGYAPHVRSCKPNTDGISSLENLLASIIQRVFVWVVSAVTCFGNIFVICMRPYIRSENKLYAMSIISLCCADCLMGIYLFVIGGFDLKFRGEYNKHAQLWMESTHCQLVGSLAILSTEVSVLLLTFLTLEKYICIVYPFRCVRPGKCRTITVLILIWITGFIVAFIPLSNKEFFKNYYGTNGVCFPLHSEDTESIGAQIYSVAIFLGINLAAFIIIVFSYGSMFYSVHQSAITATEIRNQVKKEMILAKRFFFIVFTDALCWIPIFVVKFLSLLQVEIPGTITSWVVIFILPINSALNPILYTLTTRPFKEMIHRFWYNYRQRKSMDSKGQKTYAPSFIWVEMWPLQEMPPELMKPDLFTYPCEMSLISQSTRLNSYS
#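 Agonist response is measured as cAMP accumulation in an RXFP1-transfected HEK293T line under PDE4 inhibition. Values are scaled between buffer-only and 29 nM porcine relaxin, and EC50s come from standard Hill equation fits.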
# D2 PAM: positively modulates the human D2 dopamine receptor allosterically; AID 485347; potentiation, % at 10 µM; 0.34% of 340,000 active; P14416; HEK293 T-REx D2, calcium flux, EC20 dopamine potentiation;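 active means potentiation over 3 SD above the plate norm, cut at about 30% in these data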; further: 0% is about no effect
#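 Potentiation of an EC20 dopamine calcium response measured kinetically over 180 s, after a preceding 180 s compound-only read flagging agonists. Cells: inducible Hek293 Trex D2 line, 4000/well, cultured overnight at 30 C before dye loading.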
# Vif-A3G inh: blocks the Vif interaction with human APOBEC3G; HeLa A3G-eYFP + Vif (tagged APOBEC3G with the HIV-1 protein that degrades it), YFP fluorescence, overnight; 0.076% of 410,000 active; Q9HC16; Potency, µM (titrated, usually from 46.1 µM), for the others: at the top dose activity, negative = active, hits mostly inhibitors; AID 602310;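 further: potency means the concentration at half of the fitted maximal effect; on the % scale 0 is the no-effect control and ±100 the full control effect; nearly all actives have a fitted effect of over 60% in size; hits raise eYFP signal because A3G escapes Vif-driven loss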
#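 Read-out is eYFP fluorescence (Ex 488/Em 500-530) from Vif-expressing HeLa A3G-eYFP cells; more signal means A3G escaped Vif-mediated degradation. Cells plated overnight, compound pinned in, incubated overnight at 37 deg C.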
# D1 agonist: activates the human D1 dopamine receptor | 1% of 360,000 active | P21728 | activation, % at 2 µM | HEK293 T-REx D1 cells, calcium flux, agonist mode; in the data active means activation above about 30%; further: 0% is about no effect
#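 Tetracycline-induced HEK293 TREx D1 cells, force-coupled to calcium signalling, were dye-loaded with a no-wash calcium kit. Compound was pin-added after a 10 s baseline. Fluorescence was read kinetically at 1 cycle/s for 180 s, with calcium rises flagged as agonism.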
# RXFP1 antagonist: blocks the human relaxin receptor RXFP1 | 0.59% of 350,000 active | HEK293-RXFP1, relaxin-stimulated cAMP HTRF, 30 min; stronger effect = lower value | AID 1259400 | Q9HBX9 | activity change, negative = inhibition, % at 57.5 µM;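 active means activity change of -60% or lower, but not beyond a set lower limit; inconclusive means change between -60% and -40%, or beyond the set limit; inactive means change above -40%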; further: on the % scale 0 is the no-effect control and ±100 the full control effect
# * hit, by the source's call; ? = inconclusive; nt = not tested or not shown. Unless noted, the call rests on the fitted dose curve; in most records, active means well fitted curve in the direction sought with a large enough effect; inconclusive means small, poorly fitted or top-dose-only effect, or another doubt; inactive means no such curve, though single readings can be large; an effect the other way counts as inactive or inconclusive. Some of the compounds tested (hit frequency here may not be typical).
[1] Cc1ccc(C(=O)Cc2ccccc2)cc1
[2] O=C(CSc1nc2ccccc2n1CC(=O)NCc1ccccc1)NCc1ccco1
[3] CN(C)NC(=S)Nc1ccc(S(=O)(=O)N2CCCCC2)cc1
[4] CCOC(=O)C1CCCN(C(=O)C2CCN(S(=O)(=O)N3CCC4(CC3)OCCO4)CC2)C1 (centres undefined)
[5] COc1ccc(Cn2ccnc2SCC(=O)Nc2ccccc2F)cc1
[6] O=C(NNC(=O)c1ccccc1Br)c1ccc(Cl)c(Cl)c1
[7] O=C(Nc1cccc(-n2cnnn2)c1)c1ccncc1
[8] CCOc1ccccc1OCCCC(=O)Nc1ccc(S(=O)(=O)Nc2cc(C)nc(C)n2)cc1
[9] CCOC(=O)CC1=NN(c2ccccc2)C(=O)C1
[10] CCCC(=O)Nc1cc(C)c(NC(=O)C23CC4CC(CC(C4)C2)C3)cn1

Assay by compound,1,2,3,4,5,6,7,8,9,10
GRP78 ERSR act,7.5%,-3.5%,-5.6%,-0.3%,-0.7%,0.2%,-6.3%,-2.0%,-3.7%,0.4%
D1 antagonist,nt,1.6,0.1,-18.9,-30.9*,-1.4,14.1,nt,-15.5,10.1
RXFP1 ag,nt,0.0%,3.0%,-1.4%,-0.9%,-0.2%,4.7%,nt,0.6%,-0.2%
Vif-A3G inh,-2.0%,2.1%,-1.1%,-7.1%,-0.8%,-0.4%,0.2%,0.2%,-0.7%,2.7%
D1 agonist,nt,0.0,2.7,2.0,2.3,0.4,1.2,nt,2.4,0.7
Vif-APOBEC3F blk,-12.1%,-12.4%,0.2%,-10.1%,0.6%,0.0%,-2.0%,-8.3%,2.0%,1.7%
RXFP1 antagonist,-0.9,16.2,-6.5,9.1,-3.6,-4.8,12.3,-2.0,5.3,6.5
D1 PAM,nt,-3.1,-3.0,-5.8,-6.2,0.9,1.1,nt,1.9,-20.1
D2 PAM,nt,3.6,8.7,-8.0,-14.2,-6.9,-11.5,nt,-11.6,3.3

[11] Cc1ccc(C)n1-c1ncn[nH]1
[12] CCN(CC)S(=O)(=O)c1ccc(NC(=O)COC(=O)c2cnc(C)cn2)cc1
[13] Cc1ccc(-c2nnc(SCC(=O)Nc3sc(C)c(C)c3C#N)n2C)cc1
[14] O=C(Oc1ccc(=O)n(-c2ccccc2)n1)c1ccc(F)cc1
[15] CCN(c1ccccc1)S(=O)(=O)c1ccc2[nH]c(=O)[nH]c2c1
[16] CC(C)(C)OC(=O)N[C@@H](C(=O)OC(C)(C)C)c1ccccc1
[17] CC(C)Oc1ccc(/C(O)=C2/C(=O)C(=O)N(Cc3cccnc3)C2c2ccco2)cc1 (centres undefined)
[18] Cc1nnc2ccc(N3CCN(c4cccc(C(F)(F)F)c4)CC3)nn12
[19] O=C(Nc1nc2c(s1)CCCC2=O)c1cnccn1
[20] COc1ccc(NC(=O)N2CCCC2C(=O)Nc2ccc(C)cc2C)cc1 (centres undefined)

Assay by compound,11,12,13,14,15,16,17,18,19,20
GRP78 ERSR act,2.2%,-3.7%,-0.8%,-4.9%,-0.5%,-3.1%,-0.3%,-3.4%,0.8%,-5.4%
D1 antagonist,-3.6,-9.8,-7.0,2.5,-8.0,-35.0*,1.4,2.0,5.9,5.5
RXFP1 ag,0.1%,0.2%,2.4%,0.8%,-0.9%,-0.4%,?,0.7%,-0.4%,2.8%
Vif-A3G inh,-0.4%,2.2%,-6.2%,1.0%,0.1%,1.4%,0.5%,0.9%,2.2%,-0.7%
D1 agonist,3.0,1.4,2.4,-1.3,1.5,-0.9,5.2,1.5,3.6,0.2
Vif-APOBEC3F blk,3.5%,1.2%,6.1%,1.5%,?,2.1%,nt,-4.4%,-0.1%,-1.0%
RXFP1 antagonist,-1.5,3.2,2.8,-9.8,-9.8,nt,11.8,nt,0.9,-12.9
D1 PAM,-11.8,0.2,24.4,-3.4,-5.9,-6.3,-8.0,-5.5,-5.5,4.5
D2 PAM,3.5,3.4,1.5,0.5,nt,-3.1,27.5,24.6,7.4,12.2

[21] CSc1nc(C)cc(SCC(=O)Nc2ccc(Cl)cc2Cl)n1
[22] Nc1ccc2c(c1)C(=O)N(CC1CCCO1)C2=O (centres undefined)
[23] Cn1c(=O)[nH]c(=O)c2c1nc(CN1CCN(c3ccc(F)cc3)CC1)n2CCN1CCOCC1
[24] O=C(NCC1CCCO1)c1ccc(Oc2ccc([N+](=O)[O-])cc2)cc1 (centres undefined)
[25] CCN1/C(=c2/s/c(=C3/C(=O)N(c4ccccc4)N=C3C)n(CC)c2=O)C=Cc2ccccc21

Assay by compound,21,22,23,24,25
GRP78 ERSR act,-0.1%,0.9%,-3.0%,-4.0%,-3.3%
D1 antagonist,8.6,18.5,2.5,nt,nt
RXFP1 ag,1.9%,0.1%,-0.3%,0.3%,nt
Vif-A3G inh,-0.8%,-0.9%,-0.1%,-6.1%,-10.4%
D1 agonist,1.2,7.0,6.1,1.4,nt
Vif-APOBEC3F blk,7.2%,1.0%,-23.7%,6.3%,-11.0%
RXFP1 antagonist,-7.1,-0.7,-0.5,6.8,-14.0
D1 PAM,-0.1,-6.3,-13.9,-4.5,nt
D2 PAM,0.7,0.2,4.1,8.6,nt

# Sorted by the number under Vif-A3G inh (low to high): 3 of the compounds above
item | smiles | D1 antagonist | RXFP1 ag | Vif-A3G inh | D1 agonist | RXFP1 antagonist | D1 PAM | D2 PAM
22 | Nc1ccc2c(c1)C(=O)N(CC1CCCO1)C2=O (centres undefined) | 18.5 | 0.1% | -0.9% | 7.0 | -0.7 | -6.3 | 0.2
21 | CSc1nc(C)cc(SCC(=O)Nc2ccc(Cl)cc2Cl)n1 | 8.6 | 1.9% | -0.8% | 1.2 | -7.1 | -0.1 | 0.7
23 | Cn1c(=O)[nH]c(=O)c2c1nc(CN1CCN(c3ccc(F)cc3)CC1)n2CCN1CCOCC1 | 2.5 | -0.3% | -0.1% | 6.1 | -0.5 | -13.9 | 4.1

# Printed as active in D1 antagonist, of those listed so far:
no.	compound	D1 antagonist	RXFP1 ag	Vif-A3G inh	D1 agonist	RXFP1 antagonist	D1 PAM	D2 PAM
5	COc1ccc(Cn2ccnc2SCC(=O)Nc2ccccc2F)cc1	-30.9*	-0.9%	-0.8%	2.3	-3.6	-6.2	-14.2
16	CC(C)(C)OC(=O)N[C@@H](C(=O)OC(C)(C)C)c1ccccc1	-35.0*	-0.4%	1.4%	-0.9	nt	-6.3	-3.1
